High-throughput results from PubChem BioAssay.
Wee1 stabilizer: Wee1 degradation inhibitors, primary screen, cell-based, HeLa, Wee1K328M-luciferase, luminescence; Wee1-like protein kinase (Homo sapiens), P30291; HeLa Luc-Wee1K328M stability; 100% = proteasome inhibitor MG132 effect; reporter increase, % at 5 µM; 220,000 compounds, 1.2% hits; AID 1321, 2008;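 active = activation above the mean of all tested compounds plus 3 SD, set per screening run, cut at about 8.8% in these data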;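 note: cells exposed to compound for 20 h before luminescence read; 0% = DMSO alone and 100% = MG132 at 30 µM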
zVAD death inh: inhibitors of zVAD-triggered necroptosis, primary screen, L929 cells; L929 zVAD necroptosis rescue, ATP luminescence, 24 h; with zVAD 60 µM; viability rescue, % at 10 µM; 220,000 compounds, 0.38% hits;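 active = activation, scaled between plate controls, above about 75%, limit read from the data; inactive = activation under that limit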;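 note: 0% = zVAD with DMSO and 100% = DMSO alone without zVAD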
CHOP inh: inhibitors of CHOP promoter induction, primary screen, cell-based, unfolded protein response, luciferase reporter; inhibition, % at 10 µM; CHO-K1 CHOP-promoter luciferase, tunicamycin-induced, 15-18 h; 220,000 compounds, 3.8% hits;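 active = compounds that reduced the stress-induced luciferase reporter signal by more than about 70% of percent inhibition, limit read from the data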;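 note: 0% = tunicamycin plus vehicle and 100% = wells without tunicamycin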
FXIa inh 1536: human FXIa protease inhibitors, primary screen, biochemical, 1536-well. Coagulation factor XI (Homo sapiens), P03951. purified FXIa, Boc-Glu-Ala-Arg-AMC fluorogenic substrate. inhibition, % at 5 µM. 220,000 compounds, 0.14% hits;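 active = inhibition of at least 40%; inactive = inhibition below 40%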;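 note: fluorescence of freed AMC excited at 355 nm; 0% = enzyme without compound and 100% = no enzyme blank; many of its hits are not listed in these tables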
Target sequence (P03951 19-387 limits assumed): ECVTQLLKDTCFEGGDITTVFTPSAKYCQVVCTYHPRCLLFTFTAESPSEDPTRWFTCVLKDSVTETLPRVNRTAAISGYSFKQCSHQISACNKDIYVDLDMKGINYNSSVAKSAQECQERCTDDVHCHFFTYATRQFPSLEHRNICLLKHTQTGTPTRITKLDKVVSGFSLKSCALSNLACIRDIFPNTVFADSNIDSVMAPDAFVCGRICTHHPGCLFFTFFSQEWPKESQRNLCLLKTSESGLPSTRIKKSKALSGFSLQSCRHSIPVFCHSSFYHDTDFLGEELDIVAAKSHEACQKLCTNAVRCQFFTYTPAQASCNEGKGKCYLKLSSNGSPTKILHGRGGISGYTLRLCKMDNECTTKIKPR
Target sequence (P03951 388-625 limits assumed): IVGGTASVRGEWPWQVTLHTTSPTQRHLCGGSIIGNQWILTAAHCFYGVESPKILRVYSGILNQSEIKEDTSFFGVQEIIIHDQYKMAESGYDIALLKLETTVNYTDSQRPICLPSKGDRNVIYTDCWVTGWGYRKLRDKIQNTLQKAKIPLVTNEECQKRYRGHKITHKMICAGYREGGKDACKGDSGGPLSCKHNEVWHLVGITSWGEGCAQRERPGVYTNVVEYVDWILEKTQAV
PGE2 EP2 inh: human EP2 receptor antagonists, primary screen, TR-FRET cAMP, C6 glioma cells | AID 1422, 2008 | C6 glioma cells expressing human EP2; cells stimulated with saturating PGE2 | inhibition, % at 25 µM | 260,000 compounds, 0.52% hits;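 active = percent inhibition above 40 after rounding to a whole number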;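 note: rat C6 glioma host cells with rolipram phosphodiesterase inhibitor present; the protocol text gives 20 µM as final concentration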
Target sequence (P43116 whole entry, looked up): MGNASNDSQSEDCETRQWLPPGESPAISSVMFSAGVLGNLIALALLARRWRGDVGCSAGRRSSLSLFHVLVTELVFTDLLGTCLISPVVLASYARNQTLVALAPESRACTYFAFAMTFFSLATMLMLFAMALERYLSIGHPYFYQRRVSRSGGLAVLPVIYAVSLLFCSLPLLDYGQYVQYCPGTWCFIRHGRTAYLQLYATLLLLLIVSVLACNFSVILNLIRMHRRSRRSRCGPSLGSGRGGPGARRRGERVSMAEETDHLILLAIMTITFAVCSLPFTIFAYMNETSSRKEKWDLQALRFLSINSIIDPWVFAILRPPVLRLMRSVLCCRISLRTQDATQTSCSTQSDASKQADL
Tb hexokinase: Trypanosoma brucei hexokinase 1 inhibitors, primary screen, biochemical, G6PDH-coupled NADH absorbance, MLSCN library; inhibition, % at 10 µM; recombinant TbHK1, G6PDH-coupled NADH A340; AID 1430, 2008; 220,000 compounds, 0.11% hits;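 active = inhibition of 50% or more in the single-dose primary screen; inactive = inhibition below 50%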
FXIIa inh 1536: human FXIIa protease inhibitors, primary screen, biochemical, 1536-well | purified FXIIa, Boc-QGR-AMC fluorogenic substrate, 2 h | inhibition, % at 5 µM | 220,000 compounds, 0.3% hits | Coagulation factor XII (Homo sapiens), P00748; in the data active = inhibition above about 40%;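 note: 0% = enzyme with no compound and 100% = blank without enzyme; many of its hits are not listed in these tables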
TNF death inh: inhibitors of TNF-alpha triggered necroptosis, primary screen, cell-based, Jurkat FADD-/-, single concentration; Jurkat FADD-/- TNF necroptosis rescue, ATP luminescence, 24 h; 0 = TNF only, 100 = no-TNF cells; activation (protection from cell death), % at 10 µM; 220,000 compounds, 0.068% hits; AID 463075, 2010;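 active = activation, meaning protection from cell death, of at least 50% relative to plate controls; inactive = activation below 50%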;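 note: necroptosis triggered by 40 ng/mL TNF-alpha added together with compound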
PPC-1+TRAIL kill: compounds killing PPC-1 cancer cells with TRAIL present, primary screen, TRAIL potentiator project, ATPLite luminescence, uHTS. 220,000 compounds, 0.41% hits. PPC-1 cells + TRAIL, ATPLite viability luminescence. cell killing (% activity), % at 4 µM. AID 1443, 2008;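 active = cell killing above 50% in the first pass at 4 µM, then a duplicate retest at 5 µM averaging 50% or more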;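 note: plate controls were cells with TRAIL plus DMSO for no effect and medium-only wells lacking cells for full effect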
The depositor's hits bear a star; / = no result given; & = joins results of further samples; [ ] = dose if it differs, or a comment. This is a subset; the hit share may differ from the screen's.

Value order – CHOP inh	PGE2 EP2 inh	zVAD death inh	FXIa inh 1536	PPC-1+TRAIL kill	Tb hexokinase	FXIIa inh 1536	Wee1 stabilizer	TNF death inh
COc1ccc(C2=COc3ccccc3C(=O)N2)cc1
→ 13.4	6.1	1.6	-3.2	-0.4	4.1	4.1	-0.5	-0.1
COCCCNC(=O)c1ccc2c(c1)OCO2
→ -9.2	2.3&7.2	0.0	-11.6	22.3	-0.7	6.0	-1.9	-2.4
COc1cccc(/C(O)=C/c2nc3ccc(C(=O)NCCc4cccc(C)c4)cc3[nH]c2=O)c1
→ 30.9	9.0	12.0	-5.3	2.5	-8.3	-6.8	-1.8	0.3
Cc1ccc(NC(=O)CCC(=O)c2ccc(F)cc2)cc1Cl
→ 79.4*	2.3	0.3	-4.0	5.2	-13.0	7.7	0.2	-3.5
CN(C=O)CP(=O)(O)CCN1CCCC1=O
→ /	/	0.0	/	/	-3.9	/	2.1	-0.4
CCC(c1nnc(SCC(=O)NC23CC4CC(CC(C4)C2)C3)o1)N(C)C (stereo unspecified)
→ 19.3	11.9	-0.1	1.4	30.3	-2.0	7.8	2.5	1.1
O=C(COc1ccc2ccccc2c1Br)N1CCOCC1
→ -23.2	24.3	0.1	-5.5	14.8	2.1	-6.0	0.2	-2.5
Cc1c(NC(=O)C2C3C=CC(C3)C2C(=O)O)c(=O)n(-c2ccccc2)n1C (stereo unspecified)
→ -26.7	9.9	-0.1	7.0	-8.9	17.4	10.1	1.4	-0.3
CCO[C@H]1OC(C(=O)NCc2nc3ccccc3[nH]2)=C[C@@H](c2ccccc2)[C@@H]1CCCO
→ 8.8	7.4	1.6	-0.8	-7.1	-5.6	3.9	1.2	2.6
O=C(Nc1ccc(Oc2ncnc3cc(Cl)ccc23)nc1)Nc1cccc(C(F)(F)F)c1
→ 17.5	8.6	66.1	0.6	-4.2	1.6	9.7	4.2	-1.6
O=C(CN1CCN(C(=O)N2CCCCC2)CC1)Nc1ccc(F)cc1
→ -5.1	7.5	0.1	3.9	15.0	-4.5	18.2	-0.8	-0.4
Cc1ccc([N+](=O)[O-])cc1NC1OC(CO)C(O)C1O (stereo unspecified)
→ 17.9	4.4	0.2	1.7	7.8	-5.8	18.1	4.6	-1.4
CCN(Cc1cc2ccc(C)cc2[nH]c1=O)C(=O)c1cccnc1
→ -7.6	7.9	0.7	4.5	-14.3	-21.7	13.4	0.4	-0.3
COc1ccc(-c2cc(C(F)(F)F)nc(SCC(=O)NCc3cnn(C)c3C)n2)cc1OC
→ 9.1	10.1	-1.4	-2.1	19.6	-22.3	2.3	4.2	1.5
CCN1C(=O)C2(C(C(=O)c3ccc(C)o3)=C(O)C(=O)N2CCCN(C)C)c2ccccc21 (stereo unspecified)
→ 18.9	6.1	0.3	2.7	-3.3	-22.4	8.7	0.1	4.1
CCCN1C(=O)/C(=C2\SC(N3CCCCC3)=NC2=O)c2ccccc21
→ 2.4	16.0	-0.2	-3.4	31.3[5 µM]	-10.0	4.9	0.3	-3.6
O=C(NNc1ccccc1)C(=O)N1CCCCC1
→ -13.0	8.0	-0.5	16.0	6.3	3.8	5.3	1.0	-0.6
COc1cc(/C=N/NC(=O)CCC(=O)NCc2ccccc2)cc(OC)c1OC
→ 3.4	5.9	1.1	7.6	10.1	0.0	12.8	-0.9	3.6
O=c1c(Cc2ccccc2)c(O)nc2n1CCCS2
→ 18.2	14.6	1.1	2.4	9.6	8.4	6.8	4.5	-0.5
Cn1c(N)c(C(=O)COC(=O)c2cccc(S(=O)(=O)N3CCCCC3)c2)c(=O)n(C)c1=O
→ 13.4	7.8	-0.3	5.2	6.0	3.8	14.6	4.2	-0.6

(next part)
Value order – CHOP inh	PGE2 EP2 inh	zVAD death inh	FXIa inh 1536	PPC-1+TRAIL kill	Tb hexokinase	FXIIa inh 1536	Wee1 stabilizer	TNF death inh
CC(C)(C)OC(=O)N[C@@H](Cc1ccccc1)c1nnc(SCC(=O)c2ccc(Cl)cc2)o1
→ 85.7*	4.1	-0.4	-2.0	12.4	21.4	13.3	3.6	-1.1
O=C(c1cnc(-c2ccc(Cl)cc2)s1)c1ccc(Cl)cc1Cl
→ 31.9	8.9	0.2	-6.1	15.0	4.8	-7.2	-1.8	-0.3
CCN(CC)C(=O)/C(=C\c1ccncc1)NC(=O)c1ccccc1
→ 5.8	8.6&11.2	5.7	-6.4	7.9	-0.3	0.3	2.2	0.7
O=C(NC(=S)Nc1ccc(CN2CCCCC2)cc1)c1ccco1
→ 2.7	14.2	4.0	-4.2	16.4	-9.9	/	-2.4	0.7
Cc1cc(=O)oc2cc(OCc3ccc(C(=O)N4CCN(c5ccccc5)CC4)cc3)ccc12
→ 48.1	9.4	0.3	-5.2	-10.9	1.5	-5.5	0.2	4.2
Clc1ccc(CSc2nccn2Cc2ccccc2)cc1
→ -13.3	11.2	-0.1	-39.7	8.2	3.3	14.3	1.2	-3.8
O=C(CSc1nnc(-c2cccc(F)c2)o1)Nc1nncs1
→ -9.9	13.6	0.4	4.6	9.7	-0.8	7.2	2.5	0.8
O=c1cc(CCl)nc2sc3ccccc3n12
→ -76.8	8.2	-0.2	0.1	-7.8	-6.6	6.8	-1.2	-6.9
CC(=O)N1CN(C2CCCC2)Cc2c1sc1c2CCCC1
→ 29.3	7.1	-0.1	-0.1	14.9	10.6	9.3	1.9	0.8
COc1ccccc1/C=N/NC(=O)CO
→ 15.2	6.1	1.2	2.4	5.5	-9.4	-1.6	-1.9	-0.6
CCc1nc2ccccc2c(C(=O)NCc2ccccc2)c1C
→ -18.8	3.2	-0.2	-5.6	14.7	8.8	3.2	1.7	2.0
CC1CCCN(c2nc3c(c(=O)n(C)c(=O)n3C)n2CCSc2nc3ccccc3o2)C1 (stereo unspecified)
→ -7.8	1.8	-0.4	-0.8	17.8	-12.2	14.5	3.2	-3.3
CCOC(=O)CSc1nnc(Cc2ccccc2)n1-c1cccc(Cl)c1
→ 20.0	5.7	0.3	0.3	10.0	2.9	2.7	-1.9	-0.1
CCC(Sc1nc(C)cc(C)n1)C(=O)Nc1ccc(S(N)(=O)=O)cc1 (stereo unspecified)
→ 2.7	4.5	-1.4	-1.1	6.5	-4.7	10.8	2.2	1.1
COc1cccc(-c2cc(C(F)(F)F)nc(-n3cncn3)n2)c1
→ 30.2	6.6	0.4	4.4	-8.4	-11.7	16.6	-1.3	-1.6
CC1C(C#N)=C(N)OC2=C1C(=O)CCC2 (stereo unspecified)
→ 10.1	10.7	0.6	4.4	-13.8	-1.6	9.0	-1.4	-2.6
Clc1ccc(NCc2nncn2-c2ccccc2)cc1
→ -15.0	12.1	-0.3	1.7	-3.6	2.7	11.7	0.2	0.7
O=C(CC1NC(=O)NC1=O)Nc1cccc2ccccc12 (stereo unspecified)
→ 24.4	7.3	0.1	-12.5	12.1	3.1	-1.4	0.2	0.7
COC(=O)c1ccc(NC(=O)CSCC(=O)OCC(=O)c2ccc(Br)cc2)cc1
→ 42.1	7.2	0.9	-4.4	14.8	-3.7	-3.0	-1.0	0.2
CCCCOc1ccc(N=Nc2ccc(N)nc2N)cn1
→ 8.7	9.6	-0.5	1.2	-3.2	-6.1	8.4	-1.0	-2.8

Next section (two carried over from the part before).
Value order – CHOP inh	PGE2 EP2 inh	zVAD death inh	FXIa inh 1536	PPC-1+TRAIL kill	Tb hexokinase	FXIIa inh 1536	Wee1 stabilizer	TNF death inh
COC(=O)c1ccc(NC(=O)CSCC(=O)OCC(=O)c2ccc(Br)cc2)cc1
→ 42.1	7.2	0.9	-4.4	14.8	-3.7	-3.0	-1.0	0.2
CCCCOc1ccc(N=Nc2ccc(N)nc2N)cn1
→ 8.7	9.6	-0.5	1.2	-3.2	-6.1	8.4	-1.0	-2.8
COC(=O)C1=C(C(=O)OC)[C@@H]2N(C)c3ccccc3[C@@]23C[C@@H](C(=O)OC)N(C(=O)c2cccs2)C3=N1
→ 35.5	18.1	0.2	13.9	17.9	-31.3	4.5	/	-2.5
O=C(CSc1nnc(-c2ccc(Br)cc2)n1C1CCCCC1)N1CCCC1
→ -8.9	3.5	-0.3	0.5	1.9	-1.9	9.4	-1.9	-1.3
Cc1ccccc1OCC(O)Cn1c(Br)nc2c1c(=O)[nH]c(=O)n2C (stereo unspecified)
→ -3.8	6.2	0.0	-3.1	15.3	-11.7	7.8	-0.1	-2.8
Cc1c(-c2ccccc2)nc2ccccc2c1C(=O)NCc1cccs1
→ 13.5	12.5	0.4	4.2	10.9	-2.7	2.9	0.0	-1.7
COc1ccc(-c2csc3ncnc(Cl)c23)cc1
→ 2.0	12.2	31.9	-3.5	1.8	0.6	1.4	-0.6	-9.6
CCC(=O)Nc1cc(C)c(NC(=O)c2ccccc2OC)cn1
→ 21.0	13.8	1.7	-1.3	-10.5	3.2	15.3	2.3	1.5
Cc1nn(-c2cccc(C(=O)O)c2)c(C)c1Oc1ccccc1O
→ -12.9	15.7	0.4	25.5	2.0	-5.4	16.7	0.5	-0.3
O=C(c1ccco1)N1CCN(C(c2ccc(F)cc2)c2nnnn2Cc2cccs2)CC1 (stereo unspecified)
→ 26.6	13.9	-0.5	-5.6	15.5	4.2	11.7	1.3	-4.0
c1ccc2c(-c3ccncc3)c[nH]c2c1
→ 35.4	9.3	0.7	7.4	-7.3	-3.8	20.8	-3.1	-7.3
O=C(Nc1ccccc1)/C(=C/c1ccc2c(c1)OCO2)NC(=O)c1ccco1
→ 13.0	8.5	0.0	3.5	-12.8	2.0	14.0	0.7	0.0
Cc1ccc(S(=O)(=O)NC(=O)N2CCCN(Cc3ccc(F)cc3)CC2)cc1
→ 9.1	16.6	0.1	0.6	6.4	-3.6	3.6	-1.6	1.7
COc1ccc(OC)c(C(=O)CSc2nnnn2C)c1
→ -0.1	3.7	1.4	7.1	15.5	-10.5	8.8	0.9	1.4
COc1ccc(OC)c(C(c2nnnn2C2CCCC2)N2CCN(c3ccc(F)cc3)CC2)c1 (stereo unspecified)
→ 28.6	10.7	-0.5	2.1	1.2	-2.8	0.4	-2.9	-2.0
COCCNc1oc(-c2ccc(F)cc2)nc1C#N
→ /	11.0	-0.2	-11.4	24.6	-6.3	-14.5	-2.5	-0.9
Cc1cc(NC(=O)Nc2ccccc2)n(-c2ccccc2)n1
→ 1.9	/	0.1	6.6	-32.2	2.1	11.2	0.2	-0.9
O=C1CCC(=O)N1c1ccc(-c2nc3sc4c(c3c(=O)o2)CCC4)cc1
→ -63.5	7.5	0.4	-1.0	8.3	-16.3	5.0	-1.9	-8.0
Fc1cc2[nH]cnc2cc1Cl
→ 8.1	20.1	1.3	-3.5	1.1	-3.0	5.2	0.9	0.7
CCC(=O)N1CCC2(CC1)Oc1ccc(Cl)cc1C(=O)C21CC(c2ccccc2)=NO1 (stereo unspecified)
→ 5.4	10.6	-0.2	2.8	-26.7	-18.7	10.9	/	0.7
Cc1ccc(C)c(NC(=S)N(CCc2ccncc2)C(C)C)c1
→ 46.1	1.7	0.0	1.1	-1.6	-2.9	13.4	-2.0	0.9
CS(=O)(=O)N(CC(=O)Nc1ccc2c(c1)OCO2)Cc1ccc(Cl)cc1
→ 0.3	15.7	-0.6	6.7	-12.8	0.6	-2.3	-2.3	-1.0
O=C(CSc1nc2ccccc2c(=O)n1-c1ccccc1F)Nc1ccc2c(c1)CCC2
→ 47.8	8.3	4.1	-4.8	-10.7	31.5	1.1	-0.6	3.8
